CatB mixtures: cathepsin B inhibitors from pooled compounds, primary screen, biochemical, compound mixtures, AMC fluorescence | P07858 | Purified cathepsin B, AMC dipeptide fluorescence | inhibition, %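 (ten-compound pools at 5 µM per compound and 50 µM total)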 | actives 0.06% (n = 62,000) | AID 488, 2006; in the data active = inhibition above about 22%, passing the limit was not always enough; inconclusive = no clear call, values can overlap the other calls;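 note: 0% = enzyme without compound and 100% = no enzyme blank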
FXIIa mix inh: human factor XIIa inhibitors, primary screen, biochemical, pooled compound mixtures, fluorogenic substrate | Coagulation factor XII (Homo sapiens), P00748 | purified FXIIa | inhibition, % at 5 µM | actives 0.2% (n = 62,000) | AID 684, 2007;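 note: 0% = enzyme without compound and 100% = no enzyme blank; some results filed as inactive read as strong as hits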
Target sequence (P00748 20-372 limits assumed): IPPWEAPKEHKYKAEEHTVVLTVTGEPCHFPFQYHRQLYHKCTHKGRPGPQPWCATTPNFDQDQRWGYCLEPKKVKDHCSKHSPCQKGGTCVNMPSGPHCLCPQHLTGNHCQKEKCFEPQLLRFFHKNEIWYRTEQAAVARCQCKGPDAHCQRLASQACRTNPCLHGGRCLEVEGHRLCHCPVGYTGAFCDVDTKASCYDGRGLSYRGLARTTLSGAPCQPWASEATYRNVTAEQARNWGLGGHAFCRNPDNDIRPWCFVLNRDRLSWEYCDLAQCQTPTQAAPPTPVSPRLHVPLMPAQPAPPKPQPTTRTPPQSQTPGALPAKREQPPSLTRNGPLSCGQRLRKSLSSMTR
Target sequence (P00748 373-615 limits assumed): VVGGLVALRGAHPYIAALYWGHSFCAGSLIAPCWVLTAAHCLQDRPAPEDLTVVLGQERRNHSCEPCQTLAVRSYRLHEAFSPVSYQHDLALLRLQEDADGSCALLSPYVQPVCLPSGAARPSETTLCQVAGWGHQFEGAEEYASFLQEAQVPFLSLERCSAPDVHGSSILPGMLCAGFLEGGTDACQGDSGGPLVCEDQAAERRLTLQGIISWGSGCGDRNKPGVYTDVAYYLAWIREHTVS
CatB inh: human cathepsin B inhibitors, primary screen, biochemical, fluorogenic substrate | P07858 | purified cathepsin B, fluorescence | inhibition, %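 (tested at 10 µM)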 | actives 0.1% (n = 63,000); in the data active = inhibition above about 21%;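 note: 0% = enzyme with no compound and 100% = no enzyme blank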
Cathepsin G inh: human cathepsin G inhibitors, primary screen, biochemical, pooled compound mixtures, AMC fluorescence; P08311; purified enzyme, AMC-tetrapeptide fluorescence; inhibition, % at 5 µM (by protocol); actives 0.2% (n = 62,000); AID 581, 2007;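 active = inhibition above 20% in each of the two mixture wells holding the compound; inactive = inhibition of 20% or less in either well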;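 note: 0% = enzyme control without mixture and 100% = blank lacking enzyme; strong numbers were not always called active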
CatS inh: inhibitors of human cathepsin S, biochemical, compound mixtures | P25774 | recombinant cathepsin S, AMC dipeptide fluorescence, pooled mixtures | inhibition, %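 (tested at 5 µM per compound within 10-compound mixtures)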 | actives 0.06% (n = 62,000); in the data active = inhibition above about 32%, passing the limit was not always enough; inconclusive = no clear call, values can overlap the other calls;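 note: 0% = enzyme without compound and 100% = blank without enzyme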
Target sequence (P25774 115-331 limits assumed): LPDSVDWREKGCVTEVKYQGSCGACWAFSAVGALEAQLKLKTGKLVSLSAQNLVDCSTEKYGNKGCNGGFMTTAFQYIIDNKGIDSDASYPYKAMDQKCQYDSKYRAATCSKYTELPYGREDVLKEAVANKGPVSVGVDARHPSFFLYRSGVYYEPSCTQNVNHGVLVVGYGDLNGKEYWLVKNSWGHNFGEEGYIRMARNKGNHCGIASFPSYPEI
A340 absorber: compound light absorbance at 340 nm, profiling panel, artefact control, biochemical, MLSMR library, data from PS, PMK, MK assays; fold change at 10 µM; 65,000 tested, under 10 active; compound absorbance at 340 nm, fold over control;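 active = at 10 µM dose, initial 340 nm absorbance at least 2 fold that of control wells; inactive = change under 2 fold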;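 note: initial absorbance extrapolated from kinetic A340 decline of NADH oxidation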
FXIa inh mix: FXIa protease inhibitors in compound pools, primary screen, biochemical, 10-compound mixtures | purified FXIa, fluorogenic substrate, pooled mixtures | inhibition, % at 5 µM | actives 0.19% (n = 62,000) | AID 680, 2007;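 note: each value is inhibition by a whole ten-compound pool holding the compound; 0% = enzyme with no mixture and 100% = wells lacking enzyme; strong numbers were not always called active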
C1s block: complement C1s protease inhibitors, primary screen, biochemical, 10-compound mixtures | Complement C1s subcomponent (Homo sapiens), P09871 | purified C1s, fluorogenic AMC substrate, pooled mixtures | mean inhibition % of two 10-compound mixtures (hits give high values), % at 5 µM (by protocol) | actives 0.16% (n = 62,000);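 active = inhibition above 20% in each of the two 10-compound mixture wells holding the compound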;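 note: 0% = enzyme wells lacking compound mixture and 100% = no-enzyme blank wells; some compounds called inactive have numbers as strong as hits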
CatL block: inhibitors of human cathepsin L, biochemical. Procathepsin L (Homo sapiens), P07711. purified cathepsin L, fluorogenic substrate, fluorescence. inhibition, %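 (tested at 10 µM)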. actives 0.17% (n = 58,000); in the data active = inhibition above about 45%;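 note: 0% = enzyme with no compound and 100% = no enzyme blank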
* hit, by the source's call; ? = inconclusive; / = not tested or not shown. Cut-off read from the data, not from the text of the source, unless noted: active = inhibition above about 20% (passing the limit was not always enough); inactive = the rest. These rows are one share of the data; the hit share may differ from the screen's.

The opening three compounds (preview)
Under each structure: CatB mixtures, FXIIa mix inh, CatB inh, Cathepsin G inh, CatS inh, A340 absorber, FXIa inh mix, C1s block, CatL block
- CC(C)C(=O)Nc1nnc(SCC(=O)NC2CC2)s1
 : 6, 11, 6, -4, 8, 1, 5, -30, 5
- c1coc(C2Nc3cccc4cccc(c34)N2)c1
 : 5, 5, 2, 10, -3, 1.1, 15, 8, 0
- O=c1nc(N2CCOCC2)nc2n1CCO2
 : -1, 2, 1, 1, 16, 1, 2, 1, -7

Main list (from the top)
Under each structure: CatB mixtures, FXIIa mix inh, CatB inh, Cathepsin G inh, CatS inh, A340 absorber, FXIa inh mix, C1s block, CatL block
- CC(C)C(=O)Nc1nnc(SCC(=O)NC2CC2)s1
 : 6, 11, 6, -4, 8, 1, 5, -30, 5
- c1coc(C2Nc3cccc4cccc(c34)N2)c1
 : 5, 5, 2, 10, -3, 1.1, 15, 8, 0
- O=c1nc(N2CCOCC2)nc2n1CCO2
 : -1, 2, 1, 1, 16, 1, 2, 1, -7
- CCOC(=O)N1CCN(C(=O)C2CCCN(S(=O)(=O)c3cccnc3)C2)CC1 (stereo not given)
 : 3, -4, -3, -2, -3, 1, 8, -1, /
- Cc1ccc(N(C(C)C(=O)N2CCCCC2)S(C)(=O)=O)cc1C (stereo not given)
 : 1, 4, 0, -2, 0, 1, 4, -3, 6
- c1csc(-c2nn[nH]n2)c1
 : -1, 5, 3, -13, 0, 0.99, 2, -10, 13
- Cc1ccc(CNC(=O)CSc2nc(N3CCCCC3)nc(N3CCCCC3)n2)cc1
 : -6, -2, -1, 0, -14, 1, 2, -19, 7
- COc1cc2c(cc1OC)C(c1cc3cc(OC)c(OC)cc3[nH]c1=O)N(C(=O)C1CC1)CC2 (stereo not given)
 : 0, -4, -2, 1, 2, 1.1, 0, 2, -17
- O=S(=O)(NCCc1cn2ccccc2n1)c1cccs1
 : 0, -13, -1, -2, 0, 1, 5, 1, 17
- O=C1CC(N2CCN(c3cccc(C(F)(F)F)c3)CC2)C(=O)N1c1ccccc1 (stereo not given)
 : 3, 7, 2, -3, -1, 0.99, 3, 4, 4
- CCCn1c(=O)c2ccccc2n2c(SCC(=O)Nc3cc(C)on3)nnc12
 : 4, -6, 6, 10, -1, 1, 1, 3, /
- Cc1cccc(C)c1NC(=O)c1c(-c2ccccc2)noc1C
 : 0, 2, 5, -2, 2, 1.1, -3, 0, 2
- CCCCOc1ccc(C(=O)OC2CC(C)N(C)CC2C)cc1 (stereo not given)
 : -7, -17, 3, -16, -21, 1, -24, -189, -4
- Cn1c(=O)c2c(O)cc(=O)n(-c3ccccc3)c2n(C)c1=O
 : 2, 8, 2, 7, 1, 1, -3, 2, 21
- Cc1ccc(C)c(S(=O)(=O)N2CCN(CC(=O)Nc3cc(C)on3)CC2)c1
 : 2, 1, -5, 0, 10, 1, 5, -1, -2
- CCOC(=O)c1nc2sc(C)c(C)c2c(=O)[nH]1
 : -1, -17, 0, -13, -5, 1.1, -1, -40, -60
- CC(C)n1c(N2CCN(C(=O)N3CCCCC3)CC2)nc2ccccc21
 : 4, 7, 6, 16, 11, 1, 5, 15, 22
- CCOC(=O)C1CCCN(S(=O)(=O)c2c(C)c(C)cc(C)c2C)C1 (stereo not given)
 : -2, -2, -1, -1, 6, 1, 6, -2, 20
- CCCN(CCC)CCCNC(=O)c1ccc2c(c1)N(CC)C(=O)c1ccccc1S2=O (stereo not given)
 : 5, -1, -5, 0, -1, 1, 8, 4, 4
- Cc1noc(C)c1S(=O)(=O)N1CCC(Cc2ccccc2)CC1
 : -1, 5, 3, 8, -11, 1, 5, 10, -2

The closing two records of the part above come first, to join the parts:
Under each structure: CatB mixtures, FXIIa mix inh, CatB inh, Cathepsin G inh, CatS inh, A340 absorber, FXIa inh mix, C1s block, CatL block
- CCCN(CCC)CCCNC(=O)c1ccc2c(c1)N(CC)C(=O)c1ccccc1S2=O (stereo not given)
 : 5, -1, -5, 0, -1, 1, 8, 4, 4
- Cc1noc(C)c1S(=O)(=O)N1CCC(Cc2ccccc2)CC1
 : -1, 5, 3, 8, -11, 1, 5, 10, -2
- O=c1cc(CO)oc(CN2CCN(c3ccccc3)CC2)c1O
 : -6, 1, -1, -7, -11, 1.1, 1, -41, -5
- COc1ccc(C)cc1S(=O)(=O)N(CC(=O)N1CCCC1)c1ccccc1
 : 3, 4, 1, 9, 1, 1, 6, 10, -5
- Cc1cc(NCCCn2ccnc2)n2nc(-c3ccc(F)cc3)cc2n1
 : 5, 0, 0, 10, -2, 0.99, 3, 8, 2
- Cc1nc(N2CCN(Cc3ccccc3)CC2)nc2c1C(=O)CCC2
 : 2, 3, -1, -5, -2, 1.1, 5, 3, 4
- COc1cc2c(cc1OC)C(C(=O)N1CCCC1)C(c1ccccc1F)N(C)C2=O (stereo not given)
 : -1, 4, -3, -2, -4, 1, 7, 3, -4
- Cc1ccc(NC(=O)N2CCC(NC(=O)c3ccccc3C)CC2)cc1
 : 1, -8, -1, 6, -3, 0.98, 0, 5, 8
- CCCc1[nH]nc2c1C(c1ccc(OC(=O)c3ccco3)cc1)C(C#N)=C(N)O2 (stereo not given)
 : -1, -1, 1, 3, 2, 1, 29, 0, 2
- CCOC(=O)c1cccc(NC(=O)CSc2nc3ccccc3c(=O)n2CCOC)c1
 : 3, -15, -7, -1, -4, 1, 6, 3, -4
- Cc1ccc(N(C(=O)CCC(=O)Nc2cc(C)on2)C(C(=O)NC2CCCC2)c2ccncc2)cc1 (stereo not given)
 : 4, 2, 12, 23, ?, 0.99, 0, 11, 4
- c1ccc2c(c1)CCCN2Cc1nnnn1CC1CCCO1 (stereo not given)
 : 1, 0, -1, -4, 0, 1, 3, -6, 11
- Cc1cc2c(ccc3[nH]onc32)n1
 : 0, 20, 3, -2, 5, 0.99, -2, 3, 2
- CCOC(=O)C1CCN(C(=O)Cn2cc(C#N)c3ccccc32)CC1
 : 4, -5, 0, 12, 8, 1, 16, 6, 8
- O=C(Nn1cc(C(=O)N2CCN(c3ccccc3F)CC2)c2ccccc2c1=O)c1cnccn1
 : 5, 1, 4, 10, -4, 1.1, -3, -2, -6
- Cc1ccc(-n2c(=O)c3sccc3n(CC(=O)NCc3ccco3)c2=O)cc1
 : 6, -20, -2, 11, 10, 0.99, 3, 13, -4
- CC(C)(C)NC(=O)c1cc(NC(=O)c2ccco2)cc(NC(=O)c2ccco2)c1
 : -4, 3, 3, -5, -4, 1, -5, -27, 6
- Cc1nn(-c2ccccc2)c2sc(C(=O)OCc3nnc(-c4ccccc4)o3)cc12
 : 9, 6, -1, 7, 3, 1.1, 1, -13, 7
- Cc1cc(C)c2cc(C(c3nnnn3C3CCCC3)N3CCOCC3)c(=O)[nH]c2c1 (stereo not given)
 : -3, 1, -3, 0, 5, 1.1, 4, -2, -2
- CCN(CC)CCNC(=O)c1cc(S(C)(=O)=O)ccc1OC
 : -1, 3, 3, 4, 1, 0.97, 7, -3, 7
- Cc1ccc(OCC(=O)Nc2ccc(O)c(-c3nc4ccccc4o3)c2)cc1
 : 5, -28, 8, 9, 6, 1.1, 10, -10, 4
- CCC(C)(C)NC(=O)C(c1ccc(F)cc1)N(Cc1ccco1)C(=O)CCC(=O)Nc1ccccn1 (stereo not given)
 : 9, 4, 7, -10, 19, 1, 5, -5, 10

The listing continues:
Under each structure: CatB mixtures, FXIIa mix inh, CatB inh, Cathepsin G inh, CatS inh, A340 absorber, FXIa inh mix, C1s block, CatL block
- CC1CCN(S(=O)(=O)c2ccc(F)c(C(=O)O)c2)CC1
 : 0, 7, 1, -1, -6, 0.99, 2, -8, 13
- c1nc(N2CCCCC2)c2[nH]cnc2n1
 : 5, 0, -1, 1, 0, 1, 3, -19, -5
- c1cncc(-c2nc3ccccn3c2Nc2ccc3c(c2)OCCO3)c1
 : 4, -3, -2, -3, -9, 1.1, 3, -6, -9
- O=C(c1ccco1)N1CCN(Cc2ccccc2C(F)(F)F)CC1
 : 2, 8, -1, 7, -8, 1, 5, 4, /
- Cc1ccc(CC2CC(=O)N(c3cc(C)on3)C2=O)cc1 (stereo not given)
 : 2, -14, 15, 10, 13, 1, -3, 5, /
- CCOC(=O)C1C(=O)NC(N2CCc3ccccc32)=NC1c1ccccc1 (stereo not given)
 : 4, -15, 4, -8, 6, 1.1, -6, -28, 0
- CCOc1ccccc1NC(=O)CSc1nnc(CNC(=O)c2ccco2)o1
 : -3, 5, 0, 6, 5, 1, 5, 7, 14
- COc1ccc(OC)c(S(=O)(=O)N(C)CC(=O)N2CCc3ccccc3C2)c1
 : 4, -12, 1, 12, -2, 1, 6, 13, 7
- COc1ccc(OCCCC(=O)Nc2nncs2)cc1
 : 3, -9, 3, 13, -1, 0.99, 1, 8, 4
- CCn1c(COc2ccc(Cl)cc2)nnc1SCc1ccc(C#N)cc1
 : 5, 3, 3, 11, -6, 1, 4, 16, 0
- O=C(NCC1CCCO1)C(C(=O)c1ccccc1)n1ccccc1=O (stereo not given)
 : 0, -20, -1, -7, -10, 1, -2, -30, -1

Rewritten field by field: four of the compounds above
> Cn1c(=O)c2c(O)cc(=O)n(-c3ccccc3)c2n(C)c1=O
  CatB mixtures = 2; FXIIa mix inh = 8; CatB inh = 2; Cathepsin G inh = 7; CatS inh = 1; A340 absorber = 1; FXIa inh mix = -3; C1s block = 2; CatL block = 21

> Cc1ccc(OCC(=O)Nc2ccc(O)c(-c3nc4ccccc4o3)c2)cc1
  CatB mixtures = 5; FXIIa mix inh = -28; CatB inh = 8; Cathepsin G inh = 9; CatS inh = 6; A340 absorber = 1.1; FXIa inh mix = 10; C1s block = -10; CatL block = 4

> CCOC(=O)c1nc2sc(C)c(C)c2c(=O)[nH]1
  CatB mixtures = -1; FXIIa mix inh = -17; CatB inh = 0; Cathepsin G inh = -13; CatS inh = -5; A340 absorber = 1.1; FXIa inh mix = -1; C1s block = -40; CatL block = -60

> c1cncc(-c2nc3ccccn3c2Nc2ccc3c(c2)OCCO3)c1
  CatB mixtures = 4; FXIIa mix inh = -3; CatB inh = -2; Cathepsin G inh = -3; CatS inh = -9; A340 absorber = 1.1; FXIa inh mix = 3; C1s block = -6; CatL block = -9

Source: PubChem BioAssay (several laboratories)
